High-throughput results deposited in PubChem BioAssay by several laboratories.
phage Ecoli inh: E. coli growth loss with phage present. growth absorbance. inhibition, % at 11.9 µM. 360,000 tested, 0.26% active. AID 651602; in the data active = inhibition above about 11%
Mot1-301 SUMO: blocks SUMOylation pathway, rescuing yeast Mot1-301 growth; growth rescue, % at 18.8 µM; 320,000 tested, 1% active; S. cerevisiae Mot1-301 growth rescue, ATP luminescence, 38.5C; percent above DMSO median, 100 means doubled; AID 2716;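 active = every valid replicate shows activation above 250% relative to neutral control wells; inactive = the rest, any valid replicate at or below 250%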;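 note: OY570 slx delta 5 strain wells were the positive control but not used for scaling; some compounds called inactive have numbers as strong as hits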
OPRM1-OPRD1 inv: inverse agonists of human mu-delta opioid receptor heterodimerization; inhibition, % at 9.3 µM; P35372+P41143; 340,000 tested, 0.21% active; AID 504357; cell-based MOR-DOR heterodimer luminescence, inverse agonism; in the data active = inhibition above about 22%, passing the limit was not always enough;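 note: 0% = cells with DMSO and 100% = wells without cells with DMSO; values of inactives mirror those of a sister screen read the other way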
AddAB inh: less growth of phage-infected E. coli with AddAB; inhibition, % at 11.9 µM; 330,000 tested, 0.29% active; E. coli expressing H. pylori AddAB, absorbance growth; in the data active = inhibition above about 12%;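 note: 0% = vehicle wells of infected cells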
HTR5A inv ctr: inverse agonist of human HTR5A in OPRM1-OPRD1 counter-screen; HTR5A cell line, luminescence, inverse agonism; P47898; 340,000 tested, 0.083% active; inhibition, % at 9.3 µM; in the data active = inhibition mostly above about 23%, no sharp cut-off; inactive = mostly below about 18%;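 note: 0% = cells with DMSO and 100% = no-cell wells with DMSO; some compounds called inactive have numbers as strong as hits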
Target sequence (P47898 whole entry, looked up): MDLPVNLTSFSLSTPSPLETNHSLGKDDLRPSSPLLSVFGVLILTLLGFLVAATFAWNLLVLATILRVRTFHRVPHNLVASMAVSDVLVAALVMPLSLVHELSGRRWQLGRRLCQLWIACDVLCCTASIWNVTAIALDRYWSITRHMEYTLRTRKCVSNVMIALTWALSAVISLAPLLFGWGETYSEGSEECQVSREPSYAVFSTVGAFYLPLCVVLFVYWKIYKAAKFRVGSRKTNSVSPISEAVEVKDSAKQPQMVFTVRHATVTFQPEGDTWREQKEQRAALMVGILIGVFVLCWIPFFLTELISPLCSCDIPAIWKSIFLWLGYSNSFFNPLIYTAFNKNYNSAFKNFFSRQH
Tat export inh: E. coli Tat transport inhibition | E. coli MC4100 TorA-mCherry Tat export, fluorescence | inhibition, % at 10 µM | AID 488895 | 340,000 tested, 0.036% active;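 active = mean replicate inhibition at least 50% and at least half of replicates individually reaching 50%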;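 note: exported cargo escapes ClpAP degradation while cytoplasmic cargo is degraded and loses fluorescence; 0% = median of neutral control wells and 100% = median of NaSCN control wells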
MOR-DOR ag: OPRM1-OPRD1 heterodimerization agonism | cells, luminescence | activation, % at 9.3 µM | 340,000 tested, 0.3% active | AID 504326; in the data active = activation above about 18%;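 note: 0% = vehicle-treated cells and 100% = reference agonist; values of inactives mirror those of a sister screen read the other way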
Ecoli viability: bacterial growth inhibition, counter-screen for AddAB inhibitors | AID 449728 | 330,000 tested, 0.27% active | inhibition, % at 11.9 µM | E. coli V3065 growth, OD600 absorbance, 18 h;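 active = inhibition above the campaign's mean inhibition across all tested compounds plus 3 SD, cut at about 9.9% in these data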;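 note: uninfected addAB+ strain grown without phage in ampicillin broth; 0% = DMSO wells and 100% = ciprofloxacin 0.95 µg/ml wells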
PfHsp90 set2: growth inhibition of yeast expressing Plasmodium Hsp90 | S. cerevisiae expressing PfHsp90, BacTiter-Glo ATP, 48 h; yeast lacking PDR1 and PDR3 efflux regulators | inhibition, % at 9.4 µM | 310,000 tested, 0.32% active;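 active = every replicate shows inhibition above about 80%, whatever the replicate mean, limit read from the data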;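 note: 0% = DMSO neutral controls and 100% = 20 µM radicicol positive controls; yeast relying on Plasmodium falciparum Hsp90 in place of its own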
PKA-R2B act: PKA-R2B complex activation; activation, % at 11.4 µM; 340,000 tested, 0.079% active; PKA-R2B holoenzyme dissociation, Cy5-IP20 fluorescence polarization; R2B truncated from residue 108, S112A mutant; 0% DMSO only, 100% 113 µM cGMP; P22694+P31323;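 active = activation above a cutoff set at the mean over all compounds plus 3 SD, cut at about 18% in these data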;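 note: higher means more holoenzyme dissociation and a rise in polarization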
Target sequence (P31323 whole entry, looked up, other chains not shown, the tested form may be a part): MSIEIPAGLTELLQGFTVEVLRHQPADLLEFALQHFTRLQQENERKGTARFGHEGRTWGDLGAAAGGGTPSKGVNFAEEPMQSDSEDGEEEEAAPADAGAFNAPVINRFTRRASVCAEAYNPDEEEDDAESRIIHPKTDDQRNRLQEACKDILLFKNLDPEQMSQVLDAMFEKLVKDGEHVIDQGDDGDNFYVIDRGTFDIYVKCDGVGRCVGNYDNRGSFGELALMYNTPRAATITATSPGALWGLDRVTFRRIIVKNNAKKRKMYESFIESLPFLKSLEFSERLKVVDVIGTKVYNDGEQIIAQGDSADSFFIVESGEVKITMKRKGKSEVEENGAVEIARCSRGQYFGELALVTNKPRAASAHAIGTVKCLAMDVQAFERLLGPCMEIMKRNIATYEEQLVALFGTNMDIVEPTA
PKA-R1A act: PKA-R1A complex activation | activation, % at 11.4 µM | AID 504707 | PKA-R1A dissociation, Cy5-IP20 fluorescence polarization; scaled: DMSO 0%, 113 µM cGMP 100% | P00514+P68181 | 340,000 tested, 0.083% active;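 active = percent activation above the mean of all tested compounds plus 3 SD, cut at about 19% in these data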;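 note: higher means more PKAc released from R1A so a rise in polarization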
Starred values were filed as active, the others as inactive; nt = no result given. Not a hit list. About 2.2% of those tested had a hit in this group.

cpd	structure	AddAB inh	PKA-R1A act	Tat export inh	HTR5A inv ctr	PfHsp90 set2	MOR-DOR ag	phage Ecoli inh	OPRM1-OPRD1 inv	PKA-R2B act	Ecoli viability	Mot1-301 SUMO
1	Cc1ccc(S(=O)(=O)N2CCN(c3ccc([N+](=O)[O-])c(NCCN4CCOCC4)c3)CC2)cc1	-1.5	10	13	1	3	-3.0	3.7	16	6	-2.9	-1
2	Cc1ccc(-c2nn3c(C)nnc3c3ccccc23)cc1S(=O)(=O)NCCN1CCOCC1	0.6	5	0	-39	0	-0.7	0.9	4	4	-1.3	-6
3	Cc1cccc(N(CC(=O)NCc2ccc(F)cc2)C(=O)c2ccco2)c1	1.1	-1	3	0	-5	-2.5	1.3	14	-6	-0.6	-8
4	COc1cccc(Nc2ncnc3c2cnn3-c2cccc(C)c2)c1	7.1	-3	4	-3	nt	4.1	2.4	-21	3	2.1	2
5	CC(C)NC(=O)N(C)C[C@H]1Oc2c(NS(=O)(=O)c3ccccc3)cccc2C(=O)N([C@H](C)CO)C[C@@H]1C	2.7	-2	4	-5	9	0.1	4.9	-1	-1	1.8	12
6	Cc1ccc(NC(=S)NCc2ccc(F)cc2)cc1	-3.6	8	-7	-19	-17	-0.1	1.1	1	1	-0.7	-5
7	COc1ccc(NC(=O)c2c[nH]c(=O)n(-c3ccc(C)c(C)c3)c2=O)cc1OC	-0.3	5	-3	-15	5	2.7	3.4	-14	-6	-1.5	3
8	C/C(=N\NC(=O)CCn1nnc2ccccc21)c1cccs1	1.7	-10	5	1	3	-1.7	3.2	9	0	2.2	-2
9	Cn1c(CNc2ccc(Cl)cc2)nc2ccccc21	1.4	0	1	-14	-4	0.2	3.2	-1	-10	0.1	448
10	O=C(Nc1ccccc1N1CCOCC1)c1ccccc1NS(=O)(=O)c1ccc(F)c(F)c1	0.9	-11	-7	-28	8	1.2	1.8	-7	-6	0.6	-2
11	Cc1ccccc1OCC(=O)NCC(C)(C)N1CCOCC1	1.9	0	9	-21	-4	-2.2	4.5	12	13	1.1	8
12	COc1ccc(S(=O)(=O)N2Cc3ccccc3CC2C(=O)Nc2ccc(O)cc2)cc1OC (centres undefined)	0.1	0	6	11	-7	-2.7	2.5	15	4	-1.6	-3
13	O=C1/C(=C/c2cccnc2)CCc2c1[nH]c1ccccc21	2.5	-4	0	4	-31	0.5	-0.2	-2	2	-0.2	51
14	COc1ccc(-n2cnc3c(N)nc(N)nc32)cc1	nt	6	4	-3	-14	-3.5	1.6	17	7	nt	nt
15	CC(C)c1ccc(-n2cnn(-c3ncccc3[N+](=O)[O-])c2=O)cc1	4.5	-3	3	6	-35	-0.5	5.2	3	11	3.3	-24
16	O=C(Nc1cccc(S(=O)(=O)N2CCOCC2)c1)c1cc2ccccc2o1	4.9	-3	1	-32	10	-0.5	1.6	3	5	-0.3	3
17	Cn1c(=O)n(C)c2cc(NC(=O)c3cc4ccccc4o3)ccc21	-0.4	-9	-5	11	9	-3.6	0.3	21	-9	-1.7	60
18	O=C(O)c1cccc(S(=O)(=O)Nc2ccc(OCc3ccccc3)cc2)c1	4.2	5	6	-11	4	-1.4	1.7	8	7	2.3	92
19	COCCn1c(SCC(=O)Nc2cccnc2Cl)nc2cc(Cl)ccc2c1=O	2.9	-13	-1	-20	-24	-0.7	3.6	3	-7	0.7	-8
20	Cc1ccc2cc(CNC(C)(C)C)c(=O)[nH]c2c1	2.3	-6	4	6	11	-0.5	0.2	3	10	-1.1	2
21	O=C(Cc1ccccc1)Nc1ncccn1	2.2	11	-35	9	21	-0.8	0.2	4	0	2.0	-7
22	Cc1ccc(C(=O)N2CCCC(N3CCN(c4ccccc4F)CC3)C2)s1 (centres undefined)	-1.8	1	4	4	17	2.7	1.5	-15	7	-2.4	9
23	CCC(=O)c1ccccc1OCCSc1nc(C)cc(=O)[nH]1	1.3	-2	-2	-25	2	-2.1	-0.9	11	5	-1.6	-10
24	Cc1cc(C)cc(OC(=O)N2CCOCC2)c1	3.6	-23	16	17	14	-4.0	1.1	16	-7	0.6	7
25	CN(C)/C=C(\C#N)C(=O)N/N=C/c1ccccc1	-1.2	9	25	-5	0	-1.0	3.5	7	-17	-0.6	-9
26	O=C(Nc1ccc(S(=O)(=O)Nc2ncccn2)cc1)c1ccc2ncsc2c1	-1.4	-4	0	-34	-37	-2.4	0.1	12	3	3.1	-45
27	O=C(Nc1ccc(N2CCN(C(=O)c3ccc(Cl)cc3)CC2)cc1)c1ccc2c(c1)OCCO2	-2.1	-9	1	2	-1	1.6	1.2	-8	5	-1.0	-2
28	CCOC(=O)c1cnn(-c2ccccc2)c1-c1ccncc1	4.1	-12	-14	10	10	-1.3	2.7	7	1	0.8	-22
29	CCc1ccc(NC(=O)CC2C(=O)N(c3ccc(C)cc3)C(=O)N2CCc2ccncc2)cc1 (centres undefined)	-0.9	6	9	7	11	-3.6	4.9	18	6	-2.2	12
30	Cc1ccccc1-n1c(C)nnc1SCC(=O)N(C)C1CCS(=O)(=O)C1 (centres undefined)	2.4	-8	-3	-12	-33	-1.5	1.1	8	-8	1.8	nt
31	O=C(CCc1ccc(O)cc1)c1c(O)cc(O)cc1O[C@@H]1O[C@H](CO)[C@@H](O)[C@H](O)[C@H]1O	-2.5	-2	-6	-44	6	-1.5	0.8	8	2	-3.5	7
32	O=C(NC(=S)NNS(=O)(=O)c1ccccc1)c1ccc([N+](=O)[O-])cc1	4.0	7	1	-15	15	0.4	4.7	-2	-4	-0.3	-13
33	CCOc1ccccc1NC(=O)C(Sc1ccccc1)c1ccccc1 (centres undefined)	3.7	10	6	4	24	6.5	4.3	-29	0	-0.3	4
34	N#C/C(C(=O)Oc1ccccc1)=C1/Nc2ccccc2-c2ccccc21	nt	5	14	2	3	0.0	-1.2	0	-16	nt	nt
35	COc1ccc(NC(=O)N(Cc2cc3ccc(OC)cc3[nH]c2=O)CC2CCCO2)cc1 (centres undefined)	0.1	1	-1	-6	-4	-1.5	4.5	8	4	-1.1	-12
36	Cc1cccc(-c2cccc(NC(=O)C3CCCN(C(=O)c4ocnc4C)C3)c2)c1 (centres undefined)	0.8	2	6	-12	-10	-1.9	0.8	11	7	1.5	0
37	Cc1ccc(/C=C2/SC(=S)N(CCCC(=O)Nc3ccc(O)cc3)C2=O)cc1	nt	-13	2	-9	0	11	2.7	-56	-6	nt	nt
38	O=C(CCN1C(=O)C2C3C=CC(C3)C2C1=O)Nc1nccs1 (centres undefined)	5.3	-2	6	7	10	1.1	0.2	-4	2	2.6	-5
39	CC(=O)Nc1ccc(NC(=O)CSc2nnc(NC(=O)C3CC(=O)N(c4ccccc4)C3)s2)cc1 (centres undefined)	3.5	6	7	8	-20	0.3	1.9	-2	7	0.3	8
40	Cn1c2c(c(=O)n(C)c1=O)C(c1ccc(Br)cc1)C(C#N)=C(N)N2 (centres undefined)	-0.7	6	2	3	-2	-3.5	0.4	17	-2	-1.5	6
41	O=C(/C=C/c1ccco1)N1CCN(S(=O)(=O)c2ccccc2)CC1	1.7	10	6	-6	-22	-1.9	2.3	8	9	-0.9	-1
42	CCC1Oc2ccc(C)cc2N(CC(=O)NCCN2CCCCCC2)C1=O (centres undefined)	-1.5	-1	2	11	-14	0.0	2.7	0	-3	-2.3	4
43	COc1ccc(N2CCN(c3nc4ccccc4n3CC(=O)c3ccccc3)CC2)cc1	-0.7	-5	-3	-13	nt	-4.6	1.4	23	-17	-3.0	2
44	CCC(=O)N1CCN(c2ccc(NC(=O)c3cccs3)cc2)CC1	1.1	8	0	3	nt	-3.5	3.8	17	8	1.2	-6
45	CCN1C(=O)Cc2cc(S(=O)(=O)N3CCOCC3)ccc21	1.6	9	-2	-3	0	0.0	-3.2	0	1	0.1	2
46	Cc1ccc(OCC(=O)NNC(=S)NC(=O)c2cccs2)c(C)c1	nt	-9	12	0	-86	-2.5	0.1	13	1	nt	13
47	COC(=O)/C=c1/s/c(=C(/C#N)C(=O)N2CCCCC2)n(-c2ccccc2)c1=O	5.1	-1	-3	12	-4	-3.5	4.6	16	-1	1.2	-19
48	O=c1c2ccccc2nc(SCc2cc(F)cc3c2OCOC3)n1Cc1ccco1	-2.8	6	3	4	nt	-1.8	0.4	10	6	-3.4	15
49	CCOC(=O)N1CCN(S(=O)(=O)c2ccc3c(c2)CC(C)N3C(=O)C2CC2)CC1 (centres undefined)	1.9	5	-2	-21	6	-1.9	-2.4	11	-5	0.8	-6
50	CCOC(=O)c1c(NC(=O)CNCCO)sc(C)c1C	3.4	-15	2	11	18	-1.1	1.8	5	-13	1.4	-4
51	O=C1CN(C(=O)COC(=O)c2cccnc2Cl)c2ccccc2N1	0.2	-1	0	-25	-3	0.3	2.3	-2	3	-0.2	10
52	O=C1CS/C(=C\[N+](=O)[O-])N1c1ccccc1	2.4	-12	-2	9	-23	-2.9	3.6	15	1	1.2	nt
53	CCOC(=O)c1csc(NC(=O)c2ccc3c(c2)OCCO3)n1	-3.2	-12	-3	-1	nt	-0.7	nt	4	-1	-3.6	-17
54	Clc1ccc(CSc2nnc(NC3=NCCCCC3)s2)cc1	2.6	-5	8	-16	0	5.7	1.6	-34	7	3.6	nt
55	Cc1cc(C(=O)OCC(=O)N2CC(C)OC(C)C2)c2ccccc2n1 (centres undefined)	1.4	3	3	1	nt	-2.9	1.2	15	-12	-0.5	9
